# CXCR6 inh – CXCR6 (human) receptor inhibition. 360,000 compounds, 0.36% hits. inhibition, % at 20 µM. O00574. CHO-K1 PathHunter CXCR6 beta-arrestin, luminescence; in the data active = inhibition above about 34%, passing the limit was not always enough;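 also: antagonist mode with CXCL16 agonist at 10 nM final; 0% = 10 nM CXCL16 with DMSO and 100% = unstimulated wells without agonist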
# Target sequence (O00574 whole entry, looked up): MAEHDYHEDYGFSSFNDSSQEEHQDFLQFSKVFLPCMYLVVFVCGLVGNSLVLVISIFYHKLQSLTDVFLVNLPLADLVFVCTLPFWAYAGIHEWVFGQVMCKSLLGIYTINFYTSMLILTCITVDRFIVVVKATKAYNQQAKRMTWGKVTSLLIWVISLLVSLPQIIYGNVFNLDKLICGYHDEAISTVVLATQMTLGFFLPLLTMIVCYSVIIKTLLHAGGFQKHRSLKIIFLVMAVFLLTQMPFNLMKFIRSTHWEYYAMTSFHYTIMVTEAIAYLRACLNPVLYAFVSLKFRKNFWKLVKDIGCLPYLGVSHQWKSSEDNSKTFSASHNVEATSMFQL
# APJ ag – APJ receptor agonism; CHO-K1 APJ PathHunter beta-arrestin, luminescence; 0% DMSO wells, 100% apelin; activation, % at 20 µM; 330,000 compounds, 0.11% hits; AID 2520;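 active = activation more than six SD over the plate average, tested at 20 µM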;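 also: 0% = DMSO alone and 100% = apelin-13 at 10 nM; some results filed as inactive read as strong as hits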
#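 Material: CHO-K1 APJ beta-arrestin complementation cell line; Input: cell density 1000 per well; Incubation: compound stimulation 90 min at 25 °C, detection 60 min; Signal: luminescence from split beta-galactosidase complementation, Galacton Star/Emerald II substrate; Controls: DMSO-only wells as negative, 10 nM Apelin-13 as positive control.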
# EBI2 block – blocks human EBI2 receptor beta-arrestin signaling. P32249. EBI2 beta-arrestin recruitment, luminescence, 7a,25-OHC stimulated. inhibition, % at 5 µM. 360,000 compounds, 0.81% hits; in the data active = inhibition above about 38%;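 also: enzyme fragment complementation signal reports receptor beta-arrestin coupling in cells; 0% = agonist plus DMSO wells and 100% = wells without agonist; some results beyond the cut were filed as inactive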
# CCR6 antagonist – antagonists of human CCR6 receptor. CHO-K1 CCR6 PathHunter beta-arrestin, luminescence, CCL20-stimulated. inhibition, % at 20 µM. 340,000 compounds, 0.49% hits. AID 493098;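 active = compounds whose inhibition of the agonist-driven luminescence signal at 20 µM reaches about 50%, limit read from the data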;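 also: cells stimulated with CCL20 at 14 nM final; plate controls were DMSO with CCL20 for no effect and DMSO without agonist for full effect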
# Target sequence (P51684 whole entry, looked up): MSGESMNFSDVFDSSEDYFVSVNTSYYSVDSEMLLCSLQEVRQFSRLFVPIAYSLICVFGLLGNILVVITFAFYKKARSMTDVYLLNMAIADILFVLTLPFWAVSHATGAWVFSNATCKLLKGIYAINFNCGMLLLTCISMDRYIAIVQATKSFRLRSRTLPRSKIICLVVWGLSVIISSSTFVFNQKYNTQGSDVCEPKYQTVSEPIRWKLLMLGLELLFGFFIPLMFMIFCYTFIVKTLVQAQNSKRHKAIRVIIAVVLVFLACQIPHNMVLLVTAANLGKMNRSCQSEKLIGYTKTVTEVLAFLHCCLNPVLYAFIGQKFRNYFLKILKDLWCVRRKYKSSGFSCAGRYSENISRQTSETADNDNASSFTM
# UBC13 inh – blocks human UBC13 polyubiquitin chain formation; TR-FRET; inhibition, % at 20 µM; P61088; AID 485273; 330,000 compounds, 0.47% hits; in the data active = inhibition above about 45%, passing the limit was not always enough
# ATG4B inh – blocks human ATG4B protease cleavage of LC3 substrate; Q9Y4P1; inhibition, % at 8.33 µM; ATG4B cleavage of LC3-PLA2, NBD-HPC fluorescence, 1 h; 340,000 compounds, 0.51% hits; AID 504462; in the data active = inhibition above about 40%
# Target sequence (Q9Y4P1 whole entry, looked up): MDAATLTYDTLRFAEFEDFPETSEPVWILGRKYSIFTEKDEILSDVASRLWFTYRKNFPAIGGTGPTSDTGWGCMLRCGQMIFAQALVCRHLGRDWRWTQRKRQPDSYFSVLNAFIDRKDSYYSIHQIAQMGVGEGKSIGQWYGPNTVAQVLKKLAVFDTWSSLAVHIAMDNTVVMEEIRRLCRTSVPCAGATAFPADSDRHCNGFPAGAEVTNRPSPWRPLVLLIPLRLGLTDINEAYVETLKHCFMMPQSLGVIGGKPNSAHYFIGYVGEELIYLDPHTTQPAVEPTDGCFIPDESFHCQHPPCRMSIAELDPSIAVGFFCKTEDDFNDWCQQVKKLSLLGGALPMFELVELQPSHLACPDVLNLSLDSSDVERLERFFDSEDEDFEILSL
# Gli-Sufu block – Gli-Sufu pathway antagonism | inhibition, % at 5 µM | Sufu-KO-LIGHT fibroblasts, Gli luciferase reporter luminescence | 340,000 compounds, 0.74% hits;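 active = inhibition above about 55%, limit read from the data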;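 also: 0% = DMSO-treated cells and 100% = wells with medium but no cells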
# APJ antagonist – antagonists of human APJ apelin receptor. P35414. CHO-K1 APJ beta-arrestin complementation, luminescence. inhibition, % at 20 µM. 330,000 compounds, 0.32% hits. AID 2521;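 active = inhibition above about 40% at 20 µM, limit read from the data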;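 also: cells challenged with 10 nM apelin-13 agonist together with compound; plate controls were apelin-13 plus DMSO wells for no effect and DMSO wells lacking apelin-13 for full effect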
# Numbers without * were called inactive; · = no result given.
SMILES,CXCR6 inh,APJ ag,EBI2 block,CCR6 antagonist,UBC13 inh,ATG4B inh,Gli-Sufu block,APJ antagonist
O=S(=O)(c1cccc(C(F)(F)F)c1)N1CCN(S(=O)(=O)c2ccc3c(c2)OCCO3)CC1,5.9,-3.4,18.9,9.4,5.7,-4.3,-9.0,9.5
COc1ccc(C(=O)Nc2ccc(NC(=O)c3cccc(OC)c3)cn2)cc1,-6.7,2.1,5.1,-2.6,-2.9,-10.5,20.0,13.7
NCCOc1ccc(C23CC4CC(CC(C4)C2)C3)cc1,-4.6,-1.5,-17.5,23.6,28.2,9.1,-18.5,20.9
CC(C)(C)NC(=O)NC(=O)COC(=O)c1ccc(OC(F)(F)F)cc1,-8.3,-1.5,1.1,0.9,-3.4,-9.9,1.7,2.0
O=C(O)c1cnn2c(C(F)(F)F)cc(-c3ccco3)nc12,3.7,-3.6,-7.7,13.8,-2.1,4.5,-17.4,11.3
COc1ccc2nc(C)cc(SCC(=O)N3CCCCC3)c2c1,-6.6,-1.7,15.9,1.6,3.1,-1.1,12.5,-9.5
S=C(NCCCc1ccccc1)Nc1ccc(Br)cc1,-6.3,7.5,5.4,11.3,1.4,3.3,1.2,-27.5
CC1Cc2ccccc2N1S(=O)(=O)c1cccc(C(=O)N2CCCCC2)c1 (centres undefined),3.3,-6.6,5.0,2.0,-1.9,-4.3,1.8,14.7
Cc1c(Cc2ccc3c(c2)OCO3)sc(NC(=O)C2CC2)c1C(N)=O,5.0,-4.4,10.1,16.0,19.2,16.4,10.3,7.9
CCOc1ccc(-c2nnc(SCC(=O)N3CCOCC3)o2)cc1,1.8,1.3,-2.3,-10.8,-8.9,-0.2,-8.6,-20.4
O=C(O)CS(=O)CC(=O)Nc1cccc(C(F)(F)F)c1 (centres undefined),-5.3,-3.9,-8.8,2.4,-3.8,-11.8,5.2,-5.1
Cc1ccccc1NC(=O)CSc1ccc(-c2ccc(-n3cccn3)cc2)nn1,-3.0,-8.3,-12.8,12.2,-3.6,-3.8,-10.8,15.6
COc1ccc(Nc2oc(COc3ccc(C)cc3)nc2C#N)cc1,0.5,-1.0,41.7,19.0,5.0,-6.7,14.5,-11.2
CCOC(=O)N1CCN(C(=O)C2COc3ccccc3O2)CC1 (centres undefined),1.7,-0.4,-2.0,1.6,-3.5,-9.7,-0.9,-3.3
OC(CN1C2=NCCN2c2ccccc21)c1ccc(Br)cc1 (centres undefined),0.4,-2.2,3.6,-0.4,-6.8,-10.3,-1.8,3.1
COc1ccc(N(Cc2ccccc2)S(=O)(=O)c2cccc(C(=O)Nc3ccccn3)c2)cc1,8.3,-1.2,7.3,10.4,3.9,-10.0,4.7,-11.9
O=c1cc(Cn2ccnc2)c2cc(O)ccc2o1,-3.1,-3.0,-4.4,0.0,-2.5,1.8,-0.7,5.2
Cc1ccc2c(c1)C(SCC(=O)NCCc1ccccc1)CC1(CCCC1)O2 (centres undefined),8.7,-1.2,14.3,9.9,5.9,-0.8,5.4,7.1
Cc1ccc(S(=O)(=O)c2nc(S(C)(=O)=O)sc2N2CCOCC2)cc1,7.2,-2.6,-12.3,13.2,2.2,-4.2,7.4,-2.8
O=C(/C=C/c1cccnc1)c1ccc(F)c(F)c1,-7.9,-1.6,-0.5,16.3,-4.6,-8.3,11.0,1.1

# Compound profiles (already shown).
# Record of O=C(/C=C/c1cccnc1)c1ccc(F)c(F)c1 : CXCR6 inh: -7.9; APJ ag: -1.6; EBI2 block: -0.5; CCR6 antagonist: 16.3; UBC13 inh: -4.6; ATG4B inh: -8.3; Gli-Sufu block: 11.0; APJ antagonist: 1.1
# Record of O=c1cc(Cn2ccnc2)c2cc(O)ccc2o1 : CXCR6 inh: -3.1; APJ ag: -3.0; EBI2 block: -4.4; CCR6 antagonist: 0.0; UBC13 inh: -2.5; ATG4B inh: 1.8; Gli-Sufu block: -0.7; APJ antagonist: 5.2
# Record of Cc1ccc2c(c1)C(SCC(=O)NCCc1ccccc1)CC1(CCCC1)O2 (centres undefined) : CXCR6 inh: 8.7; APJ ag: -1.2; EBI2 block: 14.3; CCR6 antagonist: 9.9; UBC13 inh: 5.9; ATG4B inh: -0.8; Gli-Sufu block: 5.4; APJ antagonist: 7.1

# Given bar-delimited: entries from further up.
Compound | CXCR6 inh | APJ ag | EBI2 block | CCR6 antagonist | UBC13 inh | ATG4B inh | Gli-Sufu block | APJ antagonist
O=C(O)CS(=O)CC(=O)Nc1cccc(C(F)(F)F)c1 (centres undefined) | -5.3 | -3.9 | -8.8 | 2.4 | -3.8 | -11.8 | 5.2 | -5.1
Cc1ccccc1NC(=O)CSc1ccc(-c2ccc(-n3cccn3)cc2)nn1 | -3.0 | -8.3 | -12.8 | 12.2 | -3.6 | -3.8 | -10.8 | 15.6

# More results:
SMILES,CXCR6 inh,APJ ag,EBI2 block,CCR6 antagonist,UBC13 inh,ATG4B inh,Gli-Sufu block,APJ antagonist
N/C(=N\NC(=O)c1cccs1)c1cc2ccccc2oc1=O,3.7,0.9,-9.1,11.4,-49.5,8.4,-9.5,6.7
Oc1ccc(Br)cc1/C=N/Nc1ncc(-c2ccccc2)cn1,2.3,-2.4,4.1,1.3,-29.2,3.5,-5.1,22.9
O=S(=O)(c1ccc(Sc2nnc3ccccn23)nc1)N1CCOCC1,-0.9,-2.2,-9.4,7.9,-8.9,-14.9,2.9,4.1
COc1ccc(C(=O)OCC(=O)Nc2c(C)n(C)n(-c3ccccc3)c2=O)cc1OC,-5.6,-0.9,-0.7,-4.6,6.8,-54.3,3.6,0.8
COc1ccc(NS(=O)(=O)c2cccc(C(=O)N/N=C/c3ccc(O)cc3)c2)cc1,8.4,-0.8,0.8,-6.6,3.7,-1.4,-1.0,-9.5
CCOc1ccc(C(c2c(C)[nH][nH]c2=O)c2c(C)[nH][nH]c2=O)cc1OC,-1.0,-1.5,-21.3,10.2,-10.7,-5.9,8.5,4.2
O=C(COc1ccc(-n2cnnn2)cc1)Nc1ccc(F)cc1,-6.0,0.1,-11.2,-21.0,11.0,0.4,-6.4,-10.3
O=C(Nc1ccc(Cl)c(Cl)c1)N1CCSCC1,-11.2,-1.6,4.5,8.2,2.9,-10.6,-6.6,0.9
CC1CCCC(NC(=O)CCCn2ncn3c(cc4occc43)c2=O)C1C (centres undefined),7.4,-5.7,-4.7,9.9,6.8,-7.2,-6.2,-13.8
Cc1ccc(NC(=O)COC(=O)C2CCC(=O)N2)c(S(=O)(=O)N2CCOCC2)c1 (centres undefined),10.5,-4.2,-7.3,-11.7,1.9,-7.5,4.8,2.2
COc1ccc(N2CCN(C(=O)c3ccc(COc4ccc5c(C)cc(=O)oc5c4)cc3)CC2)cc1,-2.2,-1.1,12.6,11.0,-6.7,-6.1,6.9,-1.4
Cc1ccn2cc(-c3cccc(S(=O)(=O)N4CC(C)OC(C)C4)c3)nc2c1 (centres undefined),-6.5,0.7,2.5,12.6,3.9,3.7,-11.1,-20.5
CC(C)(C)C(=O)Nc1cccc(C(=O)c2cccc(NC(=O)C(C)(C)C)c2)c1,-1.9,-0.1,-1.6,-7.3,-3.9,4.8,-20.1,-16.0
CC1=C(C(=O)Nc2ccc(Cl)cc2)C(c2ccncc2)C(C#N)=C(SCC(N)=O)N1 (centres undefined),2.1,-2.4,-2.6,-0.5,-6.2,1.5,-12.2,13.8
Cc1c(C)n2c(SCC(=O)Nc3cccc4ccccc34)nnc2[nH]c1=O,-2.5,0.0,6.9,-5.5,-11.7,-5.8,-14.1,19.5
CCOC(=O)N/N=C(\C)c1ccc(-n2cnnn2)cc1,-8.4,-0.1,-3.3,6.4,-0.3,0.4,-2.4,-14.0
N/C(=N\OC(=O)CCc1ccccc1)c1cccc(Br)c1,-5.0,-0.5,-0.7,-0.1,4.6,9.1,3.5,11.4
CCOc1ccc(C(=O)O/N=C(\N)c2ccccn2)cc1OCC,-18.2,20.6,-15.7,-13.2,-8.9,-4.4,-44.3,-37.7
Cc1cc(Cl)c2oc(C(=O)NCCN3CCOC3=O)c(C)c2c1,-3.5,-1.6,-6.7,-10.8,2.2,17.2,-16.8,5.4
Cc1ccc(C(C(=O)NCC2CCCO2)N(C(=O)c2snc(C(N)=O)c2N)c2ccccc2)o1 (centres undefined),-5.4,1.7,1.1,-5.4,40.1,1.8,15.2,18.5
Cc1cc(NS(=O)(=O)c2ccc(NC(=O)CSc3nc4ncc(Cl)cc4[nH]3)cc2)nc(C)n1,-0.8,-2.8,4.6,10.7,8.3,0.8,6.5,5.9
CC[C@]12c3[nH]c4cc(-c5ccco5)ccc4c3CCN1C(=O)[C@@H](CC(=O)NCC13CC4CC(CC(C4)C1)C3)C[C@@H]2C(=O)N1CCN(C(=O)C2CC2)CC1,11.2,·,14.2,11.8,·,-7.3,4.0,·
Cc1ccccc1OCC(=O)OC1CCN(C)CC1,-4.2,-0.4,1.7,-21.2,-2.0,-8.1,-3.5,-15.8
O=C(Cc1ccc([N+](=O)[O-])cc1)N/N=C/c1ccc([N+](=O)[O-])o1,-21.1,1.9,-8.8,4.0,-15.8,-8.0,5.8,10.0
CCc1cccc(NC(=S)Nc2cccc3ccccc23)c1,-16.4,23.9,-5.8,8.4,-28.2,9.0,-3.0,-140.3
Cc1cc(C)nc(-n2nc(C)cc2NC(=O)CN2CCc3ccccc3C2)n1,14.0,0.9,20.4,17.7,-7.7,-3.1,5.2,-7.1
CN(C)c1ccc(NC(=O)c2cn(-c3ccccc3)nc2-c2cccs2)cc1,1.6,-4.5,24.4,12.4,-2.9,-5.0,-21.7,18.5
Cc1cs/c(=N\N=C2CCCCC2)n1Cc1ccco1,2.7,-3.7,4.3,-4.5,0.2,14.3,-7.2,20.9
Cc1cc(NC(=O)COC(=O)C2CC(=O)N(c3ccccc3Cl)C2)no1 (centres undefined),-2.7,0.0,-7.8,4.3,-2.2,-2.3,-18.6,-11.7
Cc1ccc(-n2ncc3ccccc3c2=O)cc1Cl,4.2,-2.7,2.5,7.0,6.7,11.4,-124.3,-4.4
Cc1ccc(CNS(=O)(=O)c2cn(C)c(=O)n(C)c2=O)cc1,4.8,7.0,-8.2,1.8,9.8,0.9,-7.7,17.8
CN(C(=O)CN1C(=O)c2ccccc2S1(=O)=O)C1CCCCC1,0.7,0.3,-12.7,7.8,3.5,-0.6,14.9,2.5
CCc1ccn2cc(-c3ccc4c(c3)OCO4)nc2c1,-3.8,-2.2,19.2,-0.3,11.7,-6.3,-0.3,2.1
O=C1NC(CCc2ccccc2)C(=O)N1CCOc1cccc(Br)c1 (centres undefined),14.1,-2.9,-2.9,5.2,6.9,-6.6,0.2,9.3
CCCCN(C)C(=O)Cn1nc(Cc2ccncc2)c2ccccc2c1=O,6.4,-3.5,-5.8,9.5,-4.2,11.6,20.1,-2.2
Cn1cnc(S(=O)(=O)N2CCc3ccccc32)c1,0.1,-3.9,-1.3,-1.4,8.6,1.3,-4.0,5.3
COC(=O)c1cc(S(=O)(=O)N2CCCCC2)c[nH]1,0.4,-4.0,-1.0,16.9,2.3,5.2,1.2,-23.4
CCN(CC)S(=O)(=O)c1cc(NC(=O)C(C)N2CCN(c3ccccn3)CC2)ccc1C (centres undefined),-4.5,-1.8,-11.4,8.2,7.2,-2.3,-6.9,1.2
CCC1=NN2C(=N)/C(=C/c3ccc(OS(=O)(=O)c4ccc(C)cc4)c(OC)c3)C(=O)N=C2S1,-4.6,-1.2,-27.1,22.3,-6.7,23.1,0.0,1.8
CCCc1nnc(SCC(=O)Nc2cccc(Cl)c2Cl)o1,6.9,-1.1,1.8,-4.3,8.9,2.5,-10.5,-0.9
CCOC(=O)C1CCN(C(c2cc3cc(C)cc(C)c3[nH]c2=O)c2nnnn2C2CCCCC2)CC1 (centres undefined),1.0,-1.2,10.5,-12.7,31.7,11.6,2.1,23.8
CCOc1ccccc1OCC(=O)Nc1ccc(S(=O)(=O)Nc2nc(C)cc(C)n2)cc1,-1.3,-0.3,1.3,5.1,-7.8,-0.2,6.5,-15.0
O=C(O)CN1C(=O)/C(=C/c2ccc(SCc3ccccc3)o2)SC1=S,5.7,·,-6.8,7.9,·,4.0,-4.7,·
O=C(CNC(=O)c1ccc(Br)o1)OCc1ccc(Br)cc1,5.9,-2.6,12.5,19.0,10.1,-14.7,19.6,-0.6
